Rpn11 block = blocks the human proteasome subunit Rpn11. calls only at 20 µM. AID 588493. actives 0.59% (n = 360,000). human 26S proteasome, Ub4-pepOG fluorescence polarization; 20S core pre-blocked with epoxomicin. O00487;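 active means inhibition at 20 µM, scaled to each plate's controls, above about 33%, limit read from the data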
Target sequence (O00487 whole entry, looked up): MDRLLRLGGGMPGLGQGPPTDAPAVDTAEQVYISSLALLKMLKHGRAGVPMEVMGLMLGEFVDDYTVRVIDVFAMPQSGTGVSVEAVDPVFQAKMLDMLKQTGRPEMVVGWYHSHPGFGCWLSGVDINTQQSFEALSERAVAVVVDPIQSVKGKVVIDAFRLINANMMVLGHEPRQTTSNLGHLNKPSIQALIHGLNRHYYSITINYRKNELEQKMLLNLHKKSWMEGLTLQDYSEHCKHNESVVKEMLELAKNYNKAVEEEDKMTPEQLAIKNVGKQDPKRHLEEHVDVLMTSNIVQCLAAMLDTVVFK
STEP block = blocks human striatal-enriched tyrosine phosphatase | inhibition, % at 20 µM | recombinant STEP, OMFP fluorogenic substrate, fluorescence | P54829 | actives 0.25% (n = 360,000);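 active means inhibition at 20 µM, scaled per plate between control wells, above about 37%, limit read from the data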;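 further: 0% = DMSO with enzyme and substrate and 100% = substrate only without enzyme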
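System: isolated STEP enzyme; schedule: 20 min enzyme reaction at room temperature, protected from light; medium: Bis-Tris buffer pH 6.0, 2.5 mM DTT, 0.005% Tween 20; signal: fluorescence, 480/540 nm; dosing: single compound dose of 20 µM, 1% DMSO final; also added: OMFP substrate, 25 µM final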
SUMO1-SIM PPI = alters human SUMO1 binding to SIM partners; P63165; SUMO1 binding to a labelled peptide, TR-FRET, 1 h; inhibition, % at 20 µM; actives 0.33% (n = 360,000); AID 602429; in the data active means inhibition above about 37%
Target sequence (P63165 whole entry, looked up): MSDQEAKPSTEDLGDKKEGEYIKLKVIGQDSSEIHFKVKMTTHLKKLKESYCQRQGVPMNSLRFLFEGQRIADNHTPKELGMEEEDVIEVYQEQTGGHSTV
Scp1 inh = blocks human Scp-1 phosphatase activity; Q9GZU7; Recombinant Scp1, phosphopeptide, malachite green phosphate absorbance; inhibition, % at 20 µM; actives 0.88% (n = 340,000); AID 493091;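 active means inhibition above about 50% at 20 µM, limit read from the data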;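 further: plate controls were DMSO wells with enzyme for no effect and wells lacking enzyme for full effect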
Target sequence (Q9GZU7 76-261 limits assumed): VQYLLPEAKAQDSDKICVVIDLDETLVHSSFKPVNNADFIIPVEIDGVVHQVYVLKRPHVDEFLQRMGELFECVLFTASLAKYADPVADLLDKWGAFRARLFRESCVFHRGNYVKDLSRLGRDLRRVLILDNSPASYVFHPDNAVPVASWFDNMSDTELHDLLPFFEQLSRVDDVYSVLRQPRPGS
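Test system: SCP-1 phosphatase catalytic domain, residues 76-261 | Compound dosing: One concentration, 20 µM, with 1.0% DMSO | Schedule: 45 min room-temperature reaction, 5 min colour, 30 min stabiliser | Detection: Absorbance at 630 nm | Read-out basis: % inhibition of SCP-1 phosphate liberation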
TbMetRS inhib = Trypanosoma brucei MetRS inhibition; purified T. brucei MetRS, ATP depletion, Kinase-Glo luminescence; inhibition, % at 11.9 µM; actives 0.4% (n = 360,000);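 active means inhibition above a per-plate cutoff of the control wells' mean inhibition plus 3 SD, cut at about 5.5% in these data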;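 further: 0% = DMSO wells median and 100% = median of wells with control inhibitor compound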
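Test system: purified T. brucei MetRS enzyme. Also added: ATP, methionine and E. coli bulk tRNA substrates. Compound: 11.9 µM single point. Schedule: 15 min enzyme-compound preincubation, 2 h reaction, 10 min detection, 25 °C. Signal: luciferase luminescence of residual ATP, Kinase-Glo. Evaluation: percent inhibition versus plate control medians. Controls: DMSO wells, low control.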
NadD block = inhibitors of Staphylococcus aureus NadD; purified NadD enzyme, colorimetric absorbance read-out; inhibition, % at 20 µM; actives 0.78% (n = 360,000); in the data active means inhibition above about 26%; further: some compounds past the cut are filed as inactive
PABP1 MLLE inh = inhibitors of microRNA-mediated deadenylation, human PABP1 MLLE binding | GST-MLLE / FITC-PAM2 fluorescence polarization | actives 0.36% (n = 360,000) | inhibition, % at 20 µM; in the data active means inhibition above about 35%, passing the limit was not always enough;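 further: plate controls were DMSO wells with GST-MLLE for no effect and wells lacking GST-MLLE protein for full effect; some results filed as inactive read as strong as hits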
CSN inh = blocks human CSN-mediated cullin deneddylation; Q92905; Purified CSN, SCF-Nedd8-OG deneddylation, fluorescence polarization; inhibition, % at 12.5 µM; actives 0.38% (n = 360,000);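 active means pattern-corrected inhibition above about 35%, with an unprinted fluorescence ratio check between 0.5 and 1.5, limit read from the data, passing the limit was not always enough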;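 further: 0% = enzyme with substrate and 100% = substrate without enzyme; some results filed as inactive read as strong as hits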
Target sequence (Q92905 whole entry, looked up, one chain of several): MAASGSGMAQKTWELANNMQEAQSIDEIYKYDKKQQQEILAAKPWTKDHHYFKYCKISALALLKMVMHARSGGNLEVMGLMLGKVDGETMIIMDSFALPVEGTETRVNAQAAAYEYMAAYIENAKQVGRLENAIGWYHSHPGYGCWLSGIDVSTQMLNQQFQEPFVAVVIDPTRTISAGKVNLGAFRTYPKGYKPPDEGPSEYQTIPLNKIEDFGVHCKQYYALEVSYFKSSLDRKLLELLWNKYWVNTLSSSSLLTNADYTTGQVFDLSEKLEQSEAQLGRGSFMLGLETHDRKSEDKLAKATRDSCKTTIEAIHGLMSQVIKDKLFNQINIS
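Test system: Human Csn5 produced in HEK293T cells | Compound: 12.5 µM single point | Times: 90 min, room temperature | Signal: Fluorescence polarization readout | Read-out basis: % inhibition of substrate cleavage by Csn5 | Controls: no-enzyme wells high, enzyme-with-substrate wells low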
LMPTP block = blocks human LMPTP phosphatase. inhibition, % at 20 µM. P24666. recombinant LMPTP-A, OMFP fluorogenic substrate, fluorescence intensity. actives 0.22% (n = 360,000);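 active means compounds that cut the enzyme signal by at least half of the control window in the single-dose screen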;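 further: plate controls were DMSO wells with enzyme plus substrate for no effect and substrate without enzyme for full effect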
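test system = LMPTP-A | amount = 0.625 nM LMPTP-A final | reagent = fluorogenic phosphatase substrate OMFP at 400 µM final | incubation = 50 min at room temperature | benchmarks = no-enzyme low control, uninhibited high control | medium = Bis-Tris pH 6.0, DTT, detergent | signal = fluorescence intensity of OMFP turnover product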
DNMT1 block = DNMT1 (human) enzyme inhibition | AID 588458 | actives 0.83% (n = 360,000) | DNMT1 molecular beacon, Hinp1I cleavage, fluorescence | inhibition (reported as % activation of signal), % at 10 µM | P26358; in the data active means inhibition above about 50%
* hit, by the source's call; i = inactive; nt = not tested or not shown; + = active, no number; & = joins results of further samples.

Rpn11 block,STEP block,SUMO1-SIM PPI,Scp1 inh,TbMetRS inhib,NadD block,molecule,PABP1 MLLE inh,CSN inh,LMPTP block,DNMT1 block
i,3,-20,-8,-0.2,-2,CCCCN1C(=O)c2ccc(C(=O)NCc3ccco3)cc2C1=O,2,8,0.2,-1
i,1,2,-5,1.8,0,CN(C(=O)c1ccccc1Cl)c1ccccc1C(=O)NCCc1ccccc1,1,2,-0.9,11
i,-6,6,-1,-0.5,-5,O=C(CSc1nc2ccccc2c(=O)[nH]1)c1ccc(O)cc1O,10,3,0.9,8
i,0,-1,-4,-0.6,-1,Cc1ccc(-c2nn3c(C)nnc3s2)cc1NC(=O)c1cccnc1,4,2,-1.3,2
i,1,-3,0,-0.6,-5,COc1ccc(CP(=O)(c2ccccc2)c2ccccc2)cc1,1,-2,0.2,0
i,-2,5,-9,0.4,-2,COC(c1ccccc1)c1nnc(CCC(=O)N(C)C(C2CC2)C2CC2)o1 (stereo not drawn),4,-3,-1.4,-3
i,-2,1,-4,-1.3,-2,CCC(C)NC(=O)C(=O)NCc1ccccn1 (stereo not drawn),12,3,-0.2,3
i,0,-3,-1,-0.8,3,Cc1cccc(NC(=O)c2cc3cc([N+](=O)[O-])ccc3s2)n1,-4,6,5.4,6
i,-1,-16,3,-0.1,-2,CCCCN1C(=O)C(O)(CC(=O)c2ccccn2)c2ccccc21 (stereo not drawn),-1,-5,-1.7,1
i,1,-5,-2,-0.9,2,O=C(/C=C/c1ccc(S(=O)(=O)N2CCOCC2)cc1)NC(=S)Nc1ccc(N2CCOCC2)cc1,28,3,-1.1,3
i,-2,-2,-3,-0.4,1,C=CCNc1nc(N)c(C(=O)Nc2cc(C)on2)s1,-30,2,0.3,1
i,-3,13,-7,-0.1,0,N#Cc1c(CSCC(=O)O)cc(=O)n2c1[nH]c1ccccc12,3,1,-0.8,-1
i,0,5,-4,0.7,-1,Cc1cc(N2CCOCC2)n2nc(C)c(-c3ccccc3Cl)c2n1,5,-2,0.2,2
i,-2,-5,7,-0.9,-6,CC(=O)N/C(=N/c1nc(C)cc(C)n1)Nc1cccc(C)c1,23,2,-0.4,-1
i,5,4,-7,-0.7,-3,Cc1cc(=O)oc2c(CN3CCOCC3)c(O)ccc12,5,1,-0.8,1
i,4,2,-6,-0.3,-3,COc1ccccc1-c1cc(C(=O)Nc2cc(C)n(Cc3ccc(Cl)cc3)n2)no1,1,0,1.9,10
i,2,0,0,-0.1,1,CC(C)[C@H](NC(=O)c1ccccc1)C(=O)OCC(=O)c1ccc2c(c1)NC(=O)CO2,-33,2,4.3,2
i,1,3,0,-0.2,2,Fc1ccccc1CCNc1c2c(nc3ncnn13)CCCC2,0,4,0.5,2
i,1,1,-7,0.4,-1,COc1ccc(S(=O)(=O)NC2CCSc3ccccc32)cc1OC (stereo not drawn),2,-3,2.5,1
i,3,-22,-9,-0.1,-5,CN1CCN(NC(=O)c2cc([N+](=O)[O-])cc([N+](=O)[O-])c2)CC1,-4,-4,-2.9,-1

New compounds follow
Rpn11 block,STEP block,SUMO1-SIM PPI,Scp1 inh,TbMetRS inhib,NadD block,molecule,PABP1 MLLE inh,CSN inh,LMPTP block,DNMT1 block
i,0,10,-17,-0.1,4,COc1cc(C2C(C#N)=C(N)Oc3cc(C)oc(=O)c32)cc(OC)c1OC (stereo not drawn),5,2,-0.6,-1
i,1,3,-5,0.4,-3,CC(=O)NC(CC(=O)OCC(=O)N1c2ccccc2NC(=O)C1(C)C)c1ccccc1 (stereo not drawn),-6,-6,-1.2,7
i,2,3,-8,-0.4,-8,CC(C)(C)N(Cc1ccccc1)C(=O)COC(=O)C1=NN(c2ccccc2)C(=O)CC1,-3,1,-0.3,2
i,1,-8,-30,0.0,25,CC1=CC(C)(C)Nc2ccc(OC(=O)CN3C(=O)c4cccc5cccc(c45)C3=O)cc21,7,6,0.4,-33
i,0,-43,-2,-0.7,4,CCN(C(=O)CN1C(=O)S/C(=C\C=C\c2ccccc2)C1=O)C1CCS(=O)(=O)C1 (stereo not drawn),1,2,1.2,-4
i,-1,1,-4,-0.4,-4,CCCCNC(=S)NC(C)(C)CO,16,5,-2.2,-2
i,10,37*,84*,-1.0,7,O=C(N/N=C/c1ccco1)c1ccc(C(=O)N/N=C/c2ccco2)o1,6,14,8.5,34
i,4,-4,-8,0.5,-4,Cc1cc(C(N)=O)c2cc(Br)ccc2n1,1,0,-1.7,-3
i,0,-6,-2,0.5,-5,Cc1c(NC(=S)NNC(=O)CCC(=O)O)c(=O)n(-c2ccccc2)n1C,31,1,-0.7,2
i,-3,6,0,-0.6,3,Cc1cc(C)nc(NS(=O)(=O)c2ccc(NS(=O)(=O)c3ccccc3)cc2)n1,-12,3,-1.1,0
i,2,-6,-10,-0.6,2,Cc1cc(C(=O)CN2C(=O)NC(C)(CC(C)C)C2=O)c(C)n1-c1ccc2c(c1)OCO2 (stereo not drawn),-11,-6,0.4,-6
+,1,-1,16,-0.7,32*,O=C(/C=C/c1cccs1)Nc1cccc(NC(=O)/C=C/c2cccs2)n1,-21,6,4.6,-17
i,-5,2,-6,-0.2,12,Cc1cc(C)n(-c2ccc(Cl)c(C(=O)NCc3ccccc3)n2)n1,7,5,-2.5,0
i,-5,1,-11,-0.3,-9,CCCc1nnc(NC(=O)CCC(=O)N2CCN(Cc3ccc(C)cc3C)CC2)s1,-1,2,-0.6,0
i,2,0,-2,-1.7,-3,O=C(NCc1ccco1)C1CCN(S(=O)(=O)N2CCC3(CC2)OCCO3)CC1,-12,-3,-2.4,15
i,0,-10,-2,-0.5,-7,COc1cc(/C=N/n2nnnc2N)ccc1OCC(N)=O,1,-1,-3.2,-1
i,3,-6,-4,-0.5,2,CC(=O)c1cc(CN2CCC(N3CCC(C(=O)NC(C)C)CC3)CC2)cs1,2,-3,-0.3,9
i,0,1,1,-0.7,-4,COc1cc2c(cc1OC)[C@@H](NC(=O)Cc1ccc(F)cc1)[C@H](OCc1ccccc1)C2,0,-2,-0.3,25
i,1,-3,-3,-0.8,1,CCC(=O)c1ccc(N2CCN(C(=O)c3ccccc3F)CC2)c(F)c1,-53,100,0.4,1
i,-2&1,2&7,8&-9,-1.1&-0.2,2&3,CC1(C)SC2C(NC(=O)COc3ccccc3)C(=O)N2C1C(=O)O (stereo not drawn),-2&16,4&-5,-0.9&-1.0,-4&2

Gathered by group, the compounds so far containing a furan ring, fused or not.
Rpn11 block,STEP block,SUMO1-SIM PPI,Scp1 inh,TbMetRS inhib,NadD block,molecule,PABP1 MLLE inh,CSN inh,LMPTP block,DNMT1 block
i,3,-20,-8,-0.2,-2,CCCCN1C(=O)c2ccc(C(=O)NCc3ccco3)cc2C1=O,2,8,0.2,-1
i,10,37*,84*,-1.0,7,O=C(N/N=C/c1ccco1)c1ccc(C(=O)N/N=C/c2ccco2)o1,6,14,8.5,34
i,2,0,-2,-1.7,-3,O=C(NCc1ccco1)C1CCN(S(=O)(=O)N2CCC3(CC2)OCCO3)CC1,-12,-3,-2.4,15

Further compounds follow.
Rpn11 block,STEP block,SUMO1-SIM PPI,Scp1 inh,TbMetRS inhib,NadD block,molecule,PABP1 MLLE inh,CSN inh,LMPTP block,DNMT1 block
i,-4,-20,-6,-0.5,-4,CC1CN(C(=O)/C=C/c2cccc([N+](=O)[O-])c2)CC(C)O1 (stereo not drawn),-8,-3,-0.9,-3
i,-2,-2,-4,-0.4,0,NC(=NCCc1ccccc1)NS(=O)(=O)c1ccc2ccccc2c1,-1,-7,-0.1,-1
i,5,4,-5,0.2,-2,Cc1ccccc1NC(=S)N(CCN1CCOCC1)Cc1ccccc1F,-1,3,-1.2,0
i,2,-1,-9,-1.1,-2,Cc1ccc(NC(=O)CSc2nncn2N)cc1C,-1,0,-1.6,1
i,2,-4,-3,-0.7,3,O=C(N/N=C/c1ccncc1)c1ccccc1,-3,-3,-1.2,1
i,5,1,-5,-0.8,-1,COCC(C)n1c(SCC(=O)N2CCc3ccccc3C2)nc2ccccc2c1=O (stereo not drawn),15,-1,0.2,-9
i,1,-4,-7,-1.0,-5,CC(C)c1ccc(OCC(=O)NC(C)c2ccccc2)cc1 (stereo not drawn),-6,-3,0.2,2
i,0,-1,4,-0.8,-4,O=S(=O)(c1ccc(F)c(F)c1)N1CCN(c2ccccn2)CC1,10,-3,0.0,0
i,-1,1,nt,-0.8,-2,COc1ccc(Cn2cc(CN3CCOCC3)nn2)cc1,3,0,-1.7,5
i,4,-1,-8,-0.2,6,CC(C)[C@H](NC(=O)[C@@H]1Cc2ccccc2CN1)C(=O)Nc1ccc2c(c1)OCO2,5,-1,4.8,-13
i,1,-2,-7,-0.2,-2,C#Cc1ccc(CN2CCC(Oc3cc(C(=O)NC4CC4)ccc3OC)CC2)cc1,1,3,1.1,-5
i,-3,0,-3,-0.1,1,CCCCCc1ccc(C(=O)CCCC)c(=S)[nH]1,38*,-5,0.7,0

Compound activity deposited in PubChem by several laboratories.

Compounds were not picked by outcome; overall some 3.6% were active at least once.
